Assay outcomes (PubChem)
HTRA1 inhibitor: HTRA1 serine protease inhibitors, primary screen, biochemical, fluorescence polarization, HTS; Q92743; recombinant HTRA1, FP-rhodamine activity-based probe; inhibition, % at 5.96 µM; 340,000 tested, 0.5% active; AID 504803, 2011; in the data active = inhibition above about 36%;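 note: 0% = enzyme with DMSO and 100% = wells lacking enzyme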
TCR-CD3 inh: inhibitors of human TCR-CD3 interaction, primary screen, biochemical, fluorescence, TAMRA-labeled TCR probe; 360,000 tested, 0.37% active; inhibition, % at 9.4 µM; T-cell receptor (TCR); in the data active = inhibition above about 19%;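 note: recombinant mutant TCR 2C K166C tagged with TAMRA read by polarization; 0% = receptor in buffer alone and 100% = receptor with positive control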
UHRF1 MBD2 ctr: UHRF1 methylated DNA binding inhibitors, primary screen, counter-screen for MBD2 inhibitor project, biochemical, TR-FRET, human UHRF1, single concentration; E3 ubiquitin-protein ligase UHRF1 (Homo sapiens), Q96T88; UHRF1 binding to methylated oligo; inhibition, % at 4.4 µM; 370,000 tested, 0.75% active; AID 687016, 2013; in the data active = inhibition above about 21%;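 note: UHRF1 SRA domain binding a hemimethylated CpG hairpin DNA probe; 0% = median of test compound wells and 100% = reference inhibitor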
PG9 Ab binder: binders of HIV-1 gp120 antibody PG9, primary screen, biochemical, TR-FRET. 360,000 tested, 0.43% active. AID 624416, 2012. HIV-1 gp120 / PG9 antibody interaction. inhibition, % at 6.7 µM. TR-FRET gp120-PG9 antibody binding; in the data active = inhibition above about 8.5%
Rev-erbA mod: modulators of Rev-erb alpha DNA binding, primary screen, biochemical, FITC-DNA, fluorescence polarization, uHTS | Rev-erbα–FITC-DNA binding, 90 min | activity, % at 10 µM | 370,000 tested, 0.79% active;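 active = activity above about 14%, limit read from the data; passing the limit was not always enough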;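 note: 0% = DMSO wells with 35 nM protein and 100% = DMSO wells with 750 nM protein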
LEDGF integ inh: blockers of LEDGF/p75-dependent integrase strand transfer – biochemical, TR-FRET, high throughput, primary screen; HIV-1 integrase (with human LEDGF/p75); TR-FRET IN-LEDGF/p75 DNA integration, Eu/Cy5; inhibition, % at 3.7 µM; 370,000 tested, 0.64% active; AID 743269, 2014;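 active = inhibition above the screen-wide mean plus 3 SD, cut at about 13% in these data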;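 note: signal is the Cy5 over europium emission ratio at 671 and 618 nm; 0% = plate median of compound wells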
mABHD4 FP: ABHD4 inhibitors, primary screen, biochemical, fluorescence polarization, mouse; inhibition, % at 8.92 µM; AID 720543, 2013; purified mABHD4, FP-Rh probe fluorescence polarization; 370,000 tested, 0.54% active;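 active = inhibition exceeding the mean over every tested compound plus 3 SD, cut at about 30% in these data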;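 note: 0% = plate median of compound wells and 100% = S159A mutant with DMSO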
Target sequence (Q8VD66 whole entry, looked up): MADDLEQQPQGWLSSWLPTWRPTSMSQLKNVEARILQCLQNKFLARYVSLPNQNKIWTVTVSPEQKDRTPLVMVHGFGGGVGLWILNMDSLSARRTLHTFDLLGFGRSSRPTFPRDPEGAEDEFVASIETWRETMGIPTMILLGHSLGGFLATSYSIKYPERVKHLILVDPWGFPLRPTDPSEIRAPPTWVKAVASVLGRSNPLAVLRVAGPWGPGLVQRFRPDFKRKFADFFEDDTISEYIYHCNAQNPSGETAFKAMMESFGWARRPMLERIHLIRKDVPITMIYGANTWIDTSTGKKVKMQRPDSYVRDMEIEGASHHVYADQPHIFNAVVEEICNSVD
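Test system: mABHD4 protein; Read-out basis: % inhibition; Incubation: 45 min + 60 min at 25 °C; Repeats: single replicate; Technique: fluorescence polarization with parallel and perpendicular emission, 525/598 nm; Compound: 8.92 µM, single dose; Benchmarks: full inhibition S159A mutant plus DMSO, zero as sample-well median.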
PRMT1 inh: PRMT1 methyltransferase inhibitors, primary screen, biochemical, fluorescence polarization. recombinant PRMT1, activity-based probe fluorescence polarization. 370,000 tested, 1.3% active. inhibition, % at 2.79 µM. Protein arginine N-methyltransferase 1 (Homo sapiens), Q99873;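 active = inhibition above about 21% made by adding two undisclosed values, limit read from the data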
MBD2 DNA inh: inhibitors of MBD2 binding to methylated DNA, primary screen, biochemical, TR-FRET, DNA-binding domain, human; 370,000 tested, 0.31% active; inhibition, % at 4.4 µM; MBD2 binding to methylated oligonucleotide; in the data active = inhibition above about 13%
Target sequence (Q9UBB5 whole entry, looked up, the tested form may be a part): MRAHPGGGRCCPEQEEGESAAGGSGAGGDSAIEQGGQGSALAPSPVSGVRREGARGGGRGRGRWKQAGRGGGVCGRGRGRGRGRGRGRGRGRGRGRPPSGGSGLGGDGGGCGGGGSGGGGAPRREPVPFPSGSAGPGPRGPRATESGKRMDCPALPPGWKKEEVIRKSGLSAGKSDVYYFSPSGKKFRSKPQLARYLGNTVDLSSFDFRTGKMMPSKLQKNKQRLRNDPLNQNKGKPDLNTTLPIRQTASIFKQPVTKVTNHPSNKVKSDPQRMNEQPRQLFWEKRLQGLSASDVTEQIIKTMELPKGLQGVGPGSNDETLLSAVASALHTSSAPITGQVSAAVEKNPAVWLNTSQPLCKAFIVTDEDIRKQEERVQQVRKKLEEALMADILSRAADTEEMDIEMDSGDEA
rCAG RNA binder: binders of r(CAG) RNA repeats, primary screen, biochemical, fluorescence | AID 651821, 2012 | r(CAG) RNA repeat, TO-PRO-1 dye displacement fluorescence | inhibition, % at 3 µM | 370,000 tested, 1.3% active;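 active = inhibition above the plate cutoff, the mean of all test compounds on that plate plus 3 SD, cut at about 35% in these data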;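 note: 0% = DMSO alone and 100% = 100 µM mitoxantrone as full dye displacement; higher means more dye released from RNA so lower well fluorescence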
* hit, by the source's call; / = no result given. The list is partial; count on the stated rates, not on these rows.

SMILES	HTRA1 inhibitor	TCR-CD3 inh	UHRF1 MBD2 ctr	PG9 Ab binder	Rev-erbA mod	LEDGF integ inh	mABHD4 FP	PRMT1 inh	MBD2 DNA inh	rCAG RNA binder
CN1CCN(S(=O)(=O)c2cccc(C(=O)Nc3cc(C(F)(F)F)ccc3N3CCCCC3)c2)CC1	-5	-8	-1	-0.5	2	-7	-3	3	3	1
COc1ccc(OCCn2cnc(Cl)c2Cl)cc1	1	6	-2	-1.3	-1	0	-1	-3	-5	0
NNC(=O)C1CC1c1ccc(Cl)cc1 (stereo not drawn)	-10	2	-1	-2.2	-6	-5	5	1	1	1
CCOC(=O)[C@@H]1[C@H]2COc3ccccc3[C@@H]2N2C(=O)N(c3cccc(C)c3)C(=O)[C@]12C	-26	-1	-2	-0.5	6	0	-4	2	5	-11
O=C(OCc1cn([C@@H]2CN(Cc3cccs3)[C@@H](c3ccc(Cl)cc3)C[C@H]2O)nn1)c1ccccc1	-75	3	3	-1.0	7	-1	-6	3	3	6
COc1ccc(S(=O)(=O)NC(=O)C2(C)CCN2C(=O)Cc2ccc(-c3ccccc3)cc2)cc1 (stereo not drawn)	/	-1	4	-2.2	0	3	9	2	0	46*
Cc1cc(C)cc(N2C(=O)CC(n3nc(C)cc3C)C2=O)c1 (stereo not drawn)	-2	-1	4	-0.4	1	-5	5	2	2	-1
CCOC(=O)CCc1c(C)c(C#N)c2nc3ccccc3n2c1-n1cnc2ccccc21	-1	14	-2	17*	19	3	-2	-2	0	0
CCOC(=O)CCCCCC(=O)Nc1ccc2c(c1)C(=O)N([C@H](C)CO)C[C@@H](C)[C@H](CN(C)Cc1ccc3c(c1)OCO3)O2	5	5	1	0.1	-3	-3	0	-4	2	-5
COC(=O)c1nn(-c2ccc(OC)cc2)ccc1=O	4	2	0	-1.5	3	-4	5	-1	-1	-1
CC1(C)Cc2cccc(OCC(=O)N3CCN(c4ccccc4)CC3)c2O1	5	5	-3	-2.2	-4	2	2	0	-2	-2
CCOc1nc(-c2ccc(OC)cc2)ccc1-c1noc(-c2cc(OC)c(OC)c(OC)c2)n1	-7	2	-2	-0.3	26*	-1	1	-1	0	2
CCCn1c(CCC(=O)O)nc2cc(S(N)(=O)=O)ccc21	7	2	4	1.4	-2	-1	1	-3	0	0
O=c1ccc2cc(S(=O)(=O)N3CCN(c4ccccc4)CC3)ccc2[nH]1	-4	-4	-1	0.9	2	-2	-3	3	-2	5
C[C@H](O)[C@@]1(O)CC[C@H]2[C@@H]3CC[C@@H]4C[C@H](O)CC[C@]4(C)[C@H]3CC[C@@]21C	-3	-4	0	0.9	-3	0	2	-1	-3	-5
CC1(C)CC(=O)C=C(NCCN2CCN(C(=S)Nc3ccccc3)CC2)C1	-3	-3	5	-0.7	2	-4	-5	6	5	-1
Cc1cccc(NC(=S)N(c2ccccc2)C(C)C)c1C	4	-8	3	0.3	7	-4	6	4	3	4
O=[N+]([O-])c1cccnc1SCc1ccccc1	-13	-5	3	2.6	-1	6	-8	-1	-3	-1
NS(=O)(=O)c1ccc(O)c(NC(=O)c2ccc([N+](=O)[O-])cc2)c1	8	-3	0	-2.7	-3	-3	-2	4	-3	-1
CCOC(=O)N1CCC(NC(=O)c2cc(COc3c(C)cccc3C)on2)CC1	-7	-2	-1	-0.3	3	-1	8	-1	0	-7

4 structures already listed, sorted by molecular weight, lowest first.
SMILES	HTRA1 inhibitor	TCR-CD3 inh	UHRF1 MBD2 ctr	PG9 Ab binder	Rev-erbA mod	LEDGF integ inh	mABHD4 FP	PRMT1 inh	MBD2 DNA inh	rCAG RNA binder
O=[N+]([O-])c1cccnc1SCc1ccccc1	-13	-5	3	2.6	-1	6	-8	-1	-3	-1
CCOC(=O)N1CCC(NC(=O)c2cc(COc3c(C)cccc3C)on2)CC1	-7	-2	-1	-0.3	3	-1	8	-1	0	-7
CCOc1nc(-c2ccc(OC)cc2)ccc1-c1noc(-c2cc(OC)c(OC)c(OC)c2)n1	-7	2	-2	-0.3	26*	-1	1	-1	0	2
O=C(OCc1cn([C@@H]2CN(Cc3cccs3)[C@@H](c3ccc(Cl)cc3)C[C@H]2O)nn1)c1ccccc1	-75	3	3	-1.0	7	-1	-6	3	3	6

Back to the main list, repeating the 3 entries before the break.
SMILES	HTRA1 inhibitor	TCR-CD3 inh	UHRF1 MBD2 ctr	PG9 Ab binder	Rev-erbA mod	LEDGF integ inh	mABHD4 FP	PRMT1 inh	MBD2 DNA inh	rCAG RNA binder
O=[N+]([O-])c1cccnc1SCc1ccccc1	-13	-5	3	2.6	-1	6	-8	-1	-3	-1
NS(=O)(=O)c1ccc(O)c(NC(=O)c2ccc([N+](=O)[O-])cc2)c1	8	-3	0	-2.7	-3	-3	-2	4	-3	-1
CCOC(=O)N1CCC(NC(=O)c2cc(COc3c(C)cccc3C)on2)CC1	-7	-2	-1	-0.3	3	-1	8	-1	0	-7
CC(C)N1CCCC(C)(C(=O)Nc2nccc3ccccc23)C1 (stereo not drawn)	/	1	2	0.5	4	-2	4	0	1	1
Cc1cc(NC(=O)CCN2C(=O)C3C4C=CC(C4)C3C2=O)ccc1Br (stereo not drawn)	1	-3	2	0.0	1	-2	-4	0	3	-5
Cc1cc(C)n(C(=O)c2ccc([N+](=O)[O-])c(Cl)c2)n1	5	5	0	-3.1	2	3	2	-3	3	1
O=C(COc1ccc(Cl)cc1Cl)NCCCNC(=O)c1cnccn1	-9	1	-2	-3.0	-3	4	6	-1	1	-3
O=C1C=C(c2ccccc2)CO1	9	4	-2	0.2	-12	0	5	-2	-1	1
CC/C(=N/NC(=O)CNc1ccc(Cl)cc1C)c1ccccc1	-4	1	-3	-2.6	-4	-2	0	0	-2	3
CC1CC(C)CN(CCCn2c(=S)[nH]c3ccccc3c2=O)C1 (stereo not drawn)	2	-3	0	1.7	3	1	3	-2	-2	-5
OC1C[N+]2(CCCCC2)C1	-5	0	13	0.3	0	-1	1	3	5	-4
CCCC1S/C(=N/N=C/c2ccc(OC)cc2)N(Cc2ccccc2)C1=O (stereo not drawn)	-25	7	-1	-0.6	5	1	-1	-4	-4	-2
O=C(NC12CC3CC(CC(C3)C1)C2)c1cccnc1	-5	1	-4	-0.1	2	1	-1	-2	2	-5
NC1=NC(=O)/C(=C/c2cn(CCC(=O)O)nc2-c2ccc(Cl)cc2)S1	-1	4	-3	-2.3	-1	-2	-8	-2	-4	10
Cc1cc(C)cc(N(CC(=O)NC2CCCC2)C(=O)C2(C)CC(=O)N=C3C=CC=CN32)c1 (stereo not drawn)	0	0	-2	-1.0	-4	-1	3	-3	4	-4
COc1ccc(CC(=O)Nc2cc(=O)n(C)c(=O)n2C)cc1OC	-1	7	-1	0.2	1	-3	4	-1	-1	1
COc1cccc(CN(C)C(=O)c2cc(S(=O)(=O)NCc3ccccc3)ccc2C)c1OC	-5	2	-1	1.3	-4	-2	9	-2	5	-3
CN(CCCNC(=O)Cn1cc2c(n1)CCCC2)C1CCCCC1	-3	-5	2	-1.0	-2	2	1	-3	-3	3
CCOc1ccc(C2C(C(=O)c3ccco3)=C(O)C(=O)N2Cc2cccnc2)cc1OC (stereo not drawn)	3	0	-3	1.5	-1	-2	8	2	0	2
CCC12CN3CCN(CC(C3)/C1=N\NC(=O)c1ccc(F)cc1)C2	-6	6	-1	-0.5	3	-4	-3	1	-3	4
CCCCS(=O)Cc1ccccc1 (stereo not drawn)	1	10	2	-0.5	1	-3	-2	2	1	-1
COc1cc(NC(=O)c2cc(-c3cc(F)ccc3OC(C)C)n[nH]2)cc(OC)c1OC	/	-4	0	-0.4	-7	-4	-2	1	1	5
CCC(=O)c1ccc(OCC(=O)NC2CCCC2)cc1	7	-3	2	1.0	1	0	2	2	1	1
Cc1ccccc1OCCn1cc(C(=O)O)c2ccccc21	6	-1	1	0.3	-4	3	1	2	-5	8
Cc1ccc(SCC(=O)Nc2cccc(NC(=O)c3ccco3)c2)cc1	-28	0	-1	0.0	0	-1	-15	-1	-2	0
Cc1ccc(NC(=O)c2sccc2-n2cccc2)c(C)c1	-15	0	5	-1.4	1	1	-8	5	1	0
CC(C)Cc1ccc(C(C)/C=C2/CCC(CN3CCCCC3)C2=O)cc1 (stereo not drawn)	-20	-2	2	1.9	6	0	-1	10	-6	12
Nc1nnnn1/N=C/c1ccc(N2CCCCC2)c([N+](=O)[O-])c1	4	-2	-1	-1.4	5	-4	-11	2	-2	6
COCCN(CCOC)Cc1cc(=O)oc2cc(C)ccc12	/	-1	-1	-1.0	7	1	1	1	-6	-1
COc1ccc(-c2cn3cc(C(=O)NN)ccc3n2)cc1	5	21*	1	0.4	-5	6	0	-4	-4	4
CCNC(=S)Nc1cc(Cl)ccc1Oc1ccccc1	-12	7	0	-2.3	-2	0	-9	1	4	2
CCN(C(=O)c1cccs1)c1nc(-c2ccc(OC)cc2)cs1	-29	-1	3	-1.4	-8	2	1	1	6	-1
COc1cc(OC)cc(C(=O)NC(=S)Nc2cc3oc4ccccc4c3cc2OC)c1	-10	2	-1	-0.4	2	-2	6	1	-7	-2
O=C1CCNc2c(Cl)cc(Cl)cc21	-9	-1	1	-2.0	4	6	-1	-1	-2	0
CN(CC(=O)Nc1ccccc1N1CCOCC1)S(=O)(=O)c1ccc(F)cc1	-9	-11	1	0.8	-2	3	-8	1	-3	-2
COc1ccccc1C(=O)CN1C(=O)NC2(CCCCCC2)C1=O	4	-6	0	0.9	-3	-3	-4	6	3	2
CCN(CC)CCCNC(=O)Cn1nc(-c2ccccc2)ccc1=O	0	7	0	-2.2	-1	0	5	-1	-4	3
